mcGAS MS inh: inhibitors of Mus musculus cyclic GMP-AMP synthase, initial high-throughput assay, cell-free, RapidFire MS | Q8C6L5 | recombinant mouse cGAS, cGAMP by RapidFire MS | inhibition, % at 12.5 µM | hit rate 0.18% among 130,000;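 active = inhibition of cGAS enzyme activity at or above 60%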;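 note: enzyme stimulated by 45 bp dsDNA with ATP and GTP substrates; cGAMP share of summed cGAMP plus half ATP and half GTP signals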
Target sequence (Q8C6L5 whole entry, looked up): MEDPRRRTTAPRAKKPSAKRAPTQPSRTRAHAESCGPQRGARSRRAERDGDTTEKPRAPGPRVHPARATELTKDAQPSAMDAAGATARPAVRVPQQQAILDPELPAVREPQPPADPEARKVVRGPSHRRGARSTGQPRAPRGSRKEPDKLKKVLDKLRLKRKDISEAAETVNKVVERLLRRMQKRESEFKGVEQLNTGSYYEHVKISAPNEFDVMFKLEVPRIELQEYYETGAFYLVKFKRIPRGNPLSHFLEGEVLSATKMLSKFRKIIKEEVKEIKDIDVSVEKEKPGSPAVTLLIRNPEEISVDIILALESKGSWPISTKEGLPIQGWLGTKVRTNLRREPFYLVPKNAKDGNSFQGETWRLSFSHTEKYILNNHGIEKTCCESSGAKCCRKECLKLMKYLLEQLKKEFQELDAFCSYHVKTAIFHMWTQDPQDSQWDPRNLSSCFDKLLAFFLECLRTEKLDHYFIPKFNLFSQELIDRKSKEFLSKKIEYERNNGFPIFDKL
* hit, by the source's call; & = joins results of further samples.

Screening O=C(O)C1CC(=O)N(c2ccn[nH]2)C1 (centres undefined) returned mcGAS MS inh -6.
Screening O=C1C(Nc2ccccc2)=C(N2CCOCC2)C(=O)c2ccccc21 returned mcGAS MS inh -1.
For CN1CCN(C(=O)c2ccc3c(c2)nnn3C)CC1=O the results were mcGAS MS inh -12.
`C=CCOc1ccccc1C1CC(=O)Nc2c1c(C)nn2-c1ccc(Cl)nn1` (centres undefined) gave mcGAS MS inh 1.
COc1cccc(NC(=O)CCC2CCN(Cc3cnc(SC)nc3)CC2)c1 was read as mcGAS MS inh -3.
For Cc1cc(C(=O)N2CCN3CCCC3C2)c2c(-c3ccc4c(c3)OCO4)noc2n1 (centres undefined) the results were mcGAS MS inh -14.
`Nc1ncnc2nc3ccccc3n12` gave mcGAS MS inh 1.
`CCN1CCCC1CNc1ccc(S(C)(=O)=O)cc1[N+](=O)[O-]` (centres undefined) gave mcGAS MS inh -10.
For CC(C)(CO)CNC(=O)CC(c1ccccc1)c1ccc(F)cc1 (centres undefined) the results were mcGAS MS inh -14.
Cc1ccc(NC(=O)/C=C/c2ccc(NS(C)(=O)=O)cc2)nc1 was read as mcGAS MS inh 6.
`Cc1ccc(-c2ccccc2[C@@H]2C[C@H]3CN(C)C(=O)[C@]34CCCN24)o1` gave mcGAS MS inh 5.
For O=C(NCc1ccc(Cn2ccnc2)cc1)c1cc2c(cc1O)OCO2 the results were mcGAS MS inh -1.
Cc1nn(-c2ccccc2)c2c1C(c1ccccc1)N(CC(C)N)C2=O (centres undefined) was read as mcGAS MS inh -5.
CN(C1CCC(CO)CC1)S(=O)(=O)/C=C/c1ccccc1 (centres undefined) was read as mcGAS MS inh -7.
`COCc1ccc(C(=O)NCc2csc3c2CCCC3)o1` gave mcGAS MS inh -41.
For CC(=NNC(=S)NC(C)C)c1ccc[nH]1 the results were mcGAS MS inh -5.
COc1ccc2c(c1)OCC(C(=O)Nc1nccn1CC(C)C)C2 (centres undefined) was read as mcGAS MS inh -5.
`CCN(Cc1c(C)nn(CC)c1C)Cc1cccn1-c1nccs1` gave mcGAS MS inh -6.
`Cc1nn(-c2ccc(F)cc2)c(C)c1CNC(C)Cn1ccnc1` (centres undefined) gave mcGAS MS inh -8.
`COC(=O)CCCC(=O)N1CCCC(Nc2ccc(C(C)C)cc2)C1` (centres undefined) gave mcGAS MS inh -6.

Quoted at random: four records from the list.
For O=C(NCc1ccc(Cn2ccnc2)cc1)c1cc2c(cc1O)OCO2 the results were mcGAS MS inh -1.
COc1cccc(NC(=O)CCC2CCN(Cc3cnc(SC)nc3)CC2)c1 was read as mcGAS MS inh -3.
Cc1nn(-c2ccccc2)c2c1C(c1ccccc1)N(CC(C)N)C2=O (centres undefined) was read as mcGAS MS inh -5.
`COCc1ccc(C(=O)NCc2csc3c2CCCC3)o1` gave mcGAS MS inh -41.

The listing picks up; the two compounds before the break are reprinted first.
`Cc1nn(-c2ccc(F)cc2)c(C)c1CNC(C)Cn1ccnc1` (centres undefined) gave mcGAS MS inh -8.
`COC(=O)CCCC(=O)N1CCCC(Nc2ccc(C(C)C)cc2)C1` (centres undefined) gave mcGAS MS inh -6.
Screening COc1cc(C(=O)NNC(=O)c2cccnc2)cc(OC)c1OC returned mcGAS MS inh -3.
For Cc1cccc(OCCSc2nc3ccccc3n2CC(O)CO)c1 (centres undefined) the results were mcGAS MS inh 2.
For CCOC(=O)Nc1ccc(Nc2ncccc2C#N)cc1 the results were mcGAS MS inh -4.
`O=C(CSc1nnc2ccccn12)Nc1ccc([N+](=O)[O-])cc1Cl` gave mcGAS MS inh 1.
`COc1cc(-c2nn(CN3CC(C)OC(C)C3)c(=S)o2)cc(OC)c1OC` (centres undefined) gave mcGAS MS inh 3.
CCCCCCCCn1ccc(=O)n(C(C)(C)C)c1=O was read as mcGAS MS inh -9.
Screening CC(NC(=O)c1ccc2c(c1)OCCCO2)c1ccc(F)c(Cl)c1 (centres undefined) returned mcGAS MS inh -1.
Screening O=c1[nH]cccc1-c1ccc2c(c1)OCCO2 returned mcGAS MS inh -23.
CCOC(=O)c1c(Nc2ccccc2N)cc(C)nc1C was read as mcGAS MS inh -7.
For Cc1cccc(OC2CN(Cc3cnc(-c4ccccn4)nc3)C2)c1 the results were mcGAS MS inh -17.
Screening CCOC(=O)CNC(=O)Cn1cnc2c(nnn2C)c1=O returned mcGAS MS inh -2.
For Cc1nc2n(n1)C(=O)C(C(c1ccc(C(C)C)cc1)N1CCCCC1)S2 (centres undefined) the results were mcGAS MS inh -5.
For O=C(CN1C(=O)C(Oc2ccccc2)C1c1ccncc1)N1CCCCC1C1CCCO1 (centres undefined) the results were mcGAS MS inh -8.
`CC1=NN(C(=O)CCCCC(=O)N2N=C(C)CC2(O)C(F)(F)F)C(O)(C(F)(F)F)C1` (centres undefined) gave mcGAS MS inh -14.
Screening C/C(=N/Nc1ccc2nnc(C)n2n1)c1ccc(F)cc1 returned mcGAS MS inh -25.
O=C(O)[C@H]1C[C@H](C(=O)NC2CC2)CN(Cc2cccc(C(F)(F)F)c2)C1 was read as mcGAS MS inh -15.
Clc1ccc(Cl)c(OCc2nnc(-c3ccco3)o2)c1 was read as mcGAS MS inh -5.
Screening COc1ccc(CN(C)CCC(=O)N2CCN(c3ccccn3)CC2)cc1F returned mcGAS MS inh 5.
For O=S(=O)(N=C(Nc1ccc(Br)cc1)C(F)(F)F)c1ccccc1 the results were mcGAS MS inh -6.
Screening CN1CCN(c2nc3ccccc3n3cnnc23)CC1 returned mcGAS MS inh -9.
Cc1nc(N2CCC(S(N)(=O)=O)C2)c2cc[nH]c2n1 (centres undefined) was read as mcGAS MS inh 5.
CSc1nnc(CCCN)n1CC(C)C was read as mcGAS MS inh -2.
`Cc1nc2ccccc2nc1CN1CCN(Cc2ccc(F)c(F)c2)C(CCO)C1` (centres undefined) gave mcGAS MS inh -7.
O=C1N(c2cccc(F)c2)c2ncccc2S(=O)(=O)N1Cc1ccccc1 was read as mcGAS MS inh -1.
`COc1ccc2c(c1)CC(NCC1CCN(C(=O)C(C)C)CC1)CC2` (centres undefined) gave mcGAS MS inh -14.
Screening O=c1c(-c2ccccc2)coc2cc(O)cc(O)c12 returned mcGAS MS inh 86*.
Screening Cc1nn(S(=O)(=O)c2ccc(F)cc2)c(C)c1S(=O)(=O)N(C)c1ccccc1 returned mcGAS MS inh -13.
CCOc1cccc(OCCCOc2ccccc2C(C)=O)c1 was read as mcGAS MS inh -1.
Cc1cc(C)c(OCC(=O)NC(C)c2ccc(-n3ccnc3)cc2)c(C)c1 (centres undefined) was read as mcGAS MS inh 7.
COC(C)c1n[nH]c(=O)n1CCC(=O)O (centres undefined) was read as mcGAS MS inh -2.
`Cc1ccccc1-c1csc(=O)n1CN1CCSCC1` gave mcGAS MS inh -24.
`Cc1cccc(Cn2c(N3CCN(CCO)CC3)nc3c2c(=O)[nH]c(=O)n3C)c1` gave mcGAS MS inh -1.
CCc1nc2ccccc2n1CCC(=O)N1CCCC(Nc2ccccc2)C1 (centres undefined) was read as mcGAS MS inh 2.
Screening Fc1cccc(-c2ccc3c(c2)CCN3)c1 returned mcGAS MS inh 3.
CCOC(=O)N1CCN(Cc2nc(-c3cc4c(cc3Cl)OCO4)oc2C)CC1 was read as mcGAS MS inh -8.
Screening Cn1c(=O)c2ccccc2n2c(SCc3ccccn3)nnc12 returned mcGAS MS inh -4.
`COC(=O)C[C@H]1[C@]2(C)C[C@@]34OC5(C)OC6(C(OC(C)=O)[C@@]3(OC(C)=O)[C@H]2OC(C)=O)C2CC(=O)O[C@@H](c3ccoc3)[C@]2(C)CCC6(O5)[C@]14C` (some centres undefined) gave mcGAS MS inh 2.
For CC(=O)N1N=C(c2ccncc2)OC1C(=O)NCC12CC3CC(CC(C3)C1)C2 (centres undefined) the results were mcGAS MS inh -7.
For Cc1ccc(/C=C/C(=O)N2CCN(S(=O)(=O)c3c(F)cccc3F)CC2)s1 the results were mcGAS MS inh -5.
Screening CCCSc1ncc(CN2CCN(c3ncnc4nc[nH]c34)CC2)cn1 returned mcGAS MS inh -10.
`CC(NC(=O)C1CCN(S(=O)(=O)c2c(Cl)cccc2Cl)CC1)c1ccccn1` (centres undefined) gave mcGAS MS inh 10.
Screening CC(C)CNC(=O)CN1CCNCC1 returned mcGAS MS inh -4.
`CC(C)c1nnc(NC(=O)C2CC3CCCC(C2)C3=O)s1` (centres undefined) gave mcGAS MS inh -9.
`CC(c1ccc(Cl)cc1Cl)N(C)C(=O)c1ccc(S(=O)C(C)C)cc1` (centres undefined) gave mcGAS MS inh 0.
For Cc1ccc(C)c(NCN2C(=O)c3cc(Cl)c(Cl)cc3C2=O)c1 the results were mcGAS MS inh 3.
`O=C(NC(c1ccccc1)c1ccccc1)C1CCC(=O)N(CCN2CCOCC2)C1` (centres undefined) gave mcGAS MS inh -2.
Screening CCCc1ncn(Cc2nc(-c3sccc3C)oc2C)n1 returned mcGAS MS inh -12.
CN1CCC(NC(=O)/C=C(/c2ccccc2)C(F)(F)F)CC1 was read as mcGAS MS inh -16.
For COC(=O)c1c(C)[nH]c(C(=O)OCC(=O)c2ccco2)c1C the results were mcGAS MS inh -1.
COc1ccc(OC)c(/C=C/C(=O)N2CCS(=O)(=O)c3ccccc32)c1 was read as mcGAS MS inh -3.
For CNC(=O)c1cccc(Nc2nccn3ccnc23)c1 the results were mcGAS MS inh -1.
For CC(C)(C)NC(=O)Cn1nc(C(F)(F)F)c2c1CCC2 the results were mcGAS MS inh 9.
`Cc1nn(C)c2ncc(CNCC3(c4ccccc4)CCOCC3)cc12` gave mcGAS MS inh -3.
Screening Cn1ccnc1C(NC(=O)c1cn2c(n1)CNCC2)C1CC1 (centres undefined) returned mcGAS MS inh -2.
Cc1cccc2ncc(C(=O)N[C@H]3C[C@H]4CN(C)CCN4C3)c(=O)n12 was read as mcGAS MS inh -14.
Screening Cc1cc(N2CCC(C)CC2)c2nncn2n1 returned mcGAS MS inh 6.
Screening Cc1cnc(C)c(-c2cc(O)c3c(c2)CN(C(=O)C2COCCN2)CCO3)n1 (centres undefined) returned mcGAS MS inh 39.
Screening Cc1cccc2[nH]c(CCNC(=O)c3ccccc3-c3ncc[nH]3)nc12 returned mcGAS MS inh -12.
`COc1cc(Nc2ccn3nccc3n2)cc(OC)c1OC` gave mcGAS MS inh 1.
Screening O=C(O)C1Cc2ccccc2O1 (centres undefined) returned mcGAS MS inh -8.

Sorted by count of non-hydrogen atoms (ascending): some entries from above.
Screening O=C(O)C1Cc2ccccc2O1 (centres undefined) returned mcGAS MS inh -8.
Screening CC(C)CNC(=O)CN1CCNCC1 returned mcGAS MS inh -4.
Screening Cc1cc(N2CCC(C)CC2)c2nncn2n1 returned mcGAS MS inh 6.
For CC(C)(C)NC(=O)Cn1nc(C(F)(F)F)c2c1CCC2 the results were mcGAS MS inh 9.
CN1CCC(NC(=O)/C=C(/c2ccccc2)C(F)(F)F)CC1 was read as mcGAS MS inh -16.
Screening Cc1cccc2[nH]c(CCNC(=O)c3ccccc3-c3ncc[nH]3)nc12 returned mcGAS MS inh -12.

New compounds follow
`COc1ccc(NC(C(=O)c2c[nH]c3ccccc23)c2ccccc2)cn1` (centres undefined) gave mcGAS MS inh -7.
`O=C(CN1CCCSc2ccccc21)NCc1ccco1` gave mcGAS MS inh 0.
`O=C(N[C@@H](CO)[C@H](O)c1ccc([N+](=O)[O-])cc1)C(Cl)Cl` gave mcGAS MS inh -17&1.
`O=C(O)C1CCCN1c1nc(C2CC2)cc(C(F)(F)F)n1` (centres undefined) gave mcGAS MS inh 1.
For C/C(=C/C(=O)NC1CS(=O)(=O)c2ccccc21)c1ccc(F)cc1 (centres undefined) the results were mcGAS MS inh -1.
`C=CCCS(=O)(=O)Nc1cccc(-n2nc(C)cc2C)c1` gave mcGAS MS inh -11.
Screening O=C(NCCn1nc2ccccn2c1=O)c1ccc(Oc2cccnc2)cc1 returned mcGAS MS inh -1.
`CCN(CCn1cccn1)c1nc2nonc2nc1NC1CCCC1` gave mcGAS MS inh 7.
For C=C(C)C(Cc1ccccc1)S(=O)(=O)C[Si](C)(C)C (centres undefined) the results were mcGAS MS inh -3.
N#CCCN(C(=O)c1ccsc1)C1CC1 was read as mcGAS MS inh -10.
Screening OCc1nc2ccccc2n1CN1CCOCC1 returned mcGAS MS inh -9.
`O=C(CCc1nc2ccccc2c(=O)[nH]1)N1CCCC1CC1CCCCC1` (centres undefined) gave mcGAS MS inh -3.
Screening COCCCNC(=O)CC1C(=O)NCCN1CC(c1ccccc1)c1ccccc1 (centres undefined) returned mcGAS MS inh -4.
For CN(C)Cc1ccccc1Sc1ccc(Br)s1 the results were mcGAS MS inh -9.
Cc1cccc(OCC(=O)NCCc2ccc(S(N)(=O)=O)cc2)c1 was read as mcGAS MS inh -1.
`CC(C)(OC(=O)NC(=O)C(F)(F)F)C(C)(C)OC(=O)NC(=O)C(F)(F)F` gave mcGAS MS inh -11.
Cc1ccc(-n2cnc3cc(C(=O)Nc4nc(C)c(C(=O)N(C)C)s4)ccc32)c(C)c1 was read as mcGAS MS inh -4.
Screening Cc1cccc2c1ncn1c(=O)c(-c3ccccc3)nnc21 returned mcGAS MS inh -6.
`CCc1ccc(CN(C)Cc2c(C(=O)N3CCCCC3)nc3sccn23)nc1` gave mcGAS MS inh 1.
Screening CCCC(C)(C)NC(=O)c1scnc1Cl returned mcGAS MS inh 4.

The list is partial; rates above refer to the full screens.
